From PubChem
D2 antag = D2 dopamine receptor (human) antagonism; P14416; HEK293 TREx D2 cells, calcium flux, dopamine EC80; inhibition, % at 10 µM; 340,000 compounds, 2% hits; AID 485344; in the data active = inhibition above about 30%; note: 0% is about no effect
Target sequence (P14416 whole entry, looked up): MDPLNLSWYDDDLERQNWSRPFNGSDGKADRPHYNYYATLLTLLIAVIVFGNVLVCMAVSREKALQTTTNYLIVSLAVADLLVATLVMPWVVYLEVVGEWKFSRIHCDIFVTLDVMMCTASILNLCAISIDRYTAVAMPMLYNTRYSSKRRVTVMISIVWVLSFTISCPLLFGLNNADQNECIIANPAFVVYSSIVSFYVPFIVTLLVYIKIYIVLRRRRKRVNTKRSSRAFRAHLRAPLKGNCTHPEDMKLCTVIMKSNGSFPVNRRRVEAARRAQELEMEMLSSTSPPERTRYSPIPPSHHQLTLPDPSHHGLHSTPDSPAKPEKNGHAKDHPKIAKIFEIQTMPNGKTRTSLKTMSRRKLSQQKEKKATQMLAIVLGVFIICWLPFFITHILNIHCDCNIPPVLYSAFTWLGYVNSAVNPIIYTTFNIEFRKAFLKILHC
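Dopamine at EC80 is the agonist stimulus; test compounds precede it by 180 s. Calcium flux read kinetically in a force-coupled, inducible HEK293 T-REx D2 cell line.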
Pin1 inhibitor = inhibitors of human Pin1. Pin1 FP peptide displacement, HiFluor488, 10 min. Potency, µM (titrated, usually from 115 µM), for inactives: at the highest dose activity, negative = inhibition, usual class: inhibitors. AID 504891. 390,000 compounds, 0.009% hits; active = well fitted inhibition curve with a large enough effect in the polarisation, with a control signal flat, not every such curve was filed as active; inconclusive = small, poorly fitted or top-dose-only effect, or effect the other way, or a change in a side signal; inactive = no such curve, though single readings can be large or run the other way; the % refers to the polarisation; note: potency is the fitted concentration of half-maximal effect; % is set by controls: 0 for no effect and ±100 for the full control effect
TRHR ag = TRH receptor (human) agonism | P34981 | TRHR cells, calcium flux fluo-8, FDSS agonist mode | activation, % at 2 µM | 360,000 compounds, 0.18% hits | AID 493084; in the data active = activation above about 30%; note: 0% is about no effect
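Agonist-mode FDSS calcium read (Ex 480/Em 530, 1 s cycles) in 1536-well TRHR cells with fluo-8 dye, after 10-cycle baseline and 23 nL compound addition; TRH at EC20 (10 nM final) added afterwards for the enhancer phase.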
TRHR enhancer = allosteric enhancers of human TRH receptor. enhancement, % at 2 µM. P34981. TRHR cells, fluo-8 calcium fluorescence, EC20 TRH enhancement. 360,000 compounds, 0.66% hits. AID 493056; in the data active = enhancement above about 30%; note: 0% is about no effect
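TRHR-expressing cells loaded with fluo-8 calcium dye were read kinetically (ex 480/em 530) during compound addition, then stimulated with an EC20 of TRH (10 nM final). Enhancement of the Gq-mediated intracellular calcium response was scored.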
TrxR1 substrate = is turned over as a substrate by rat TrxR1 | Potency, µM (highest dose often 114 µM), inactives show at the top dose activity change, negative = substrate turnover | O89049 | purified TrxR1 substrate turnover, NADPH consumption readout | 390,000 compounds, 0.01% hits; note: potency is the fitted concentration of half-maximal effect; % is set by controls: 0 for no effect and ±100 for the full control effect; nearly all actives have a fitted effect of over 50% in size
Target sequence (O89049 whole entry, looked up): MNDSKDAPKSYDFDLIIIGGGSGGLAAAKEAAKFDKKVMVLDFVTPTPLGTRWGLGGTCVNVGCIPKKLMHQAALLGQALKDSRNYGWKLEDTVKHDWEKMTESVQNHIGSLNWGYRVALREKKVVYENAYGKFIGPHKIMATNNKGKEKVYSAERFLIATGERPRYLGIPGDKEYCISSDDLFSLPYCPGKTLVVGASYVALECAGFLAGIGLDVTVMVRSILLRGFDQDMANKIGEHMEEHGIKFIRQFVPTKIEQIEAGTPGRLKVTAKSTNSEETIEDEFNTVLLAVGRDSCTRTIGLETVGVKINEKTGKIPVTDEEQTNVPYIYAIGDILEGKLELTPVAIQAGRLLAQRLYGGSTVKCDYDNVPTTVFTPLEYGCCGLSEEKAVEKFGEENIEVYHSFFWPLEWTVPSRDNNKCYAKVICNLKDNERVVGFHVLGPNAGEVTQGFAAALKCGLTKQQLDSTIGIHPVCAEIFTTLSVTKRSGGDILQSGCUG
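Rat TrxR1, dispensed at 90 nM, was prereduced with 400 uM NADPH (final) for 5 min at ~22 deg C, then incubated with compound 15 min before 400 uM selenite. A first-read NADPH fluorescence drop versus no-compound background flagged substrates.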
D2 ag = agonists of human D2 dopamine receptor. HEK293 T-REx D2 cells, calcium flux agonist mode. P14416. activation, % at 2 µM. 340,000 compounds, 0.53% hits;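 active = activation over 3 SD above normal in the single-dose calcium agonist read, cut at about 30% in these data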; note: 0% is about no effect
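HEK293 Trex D2 cells, tetracycline-induced, o/n 30 C 5% CO2; no-wash Ca dye, RT 30–90 min; 10-cycle baseline, 23 nl cpd added, kinetic Ca read 180 s; agonist hits = positive Ca response.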
USP1-UAF1 inh = blocks the human USP1/UAF1 deubiquitinase complex. Potency, µM (titrated, usually from 57.1 µM), for inactives: top-dose activity change, negative = inhibition, actives largely listed as inhibitors. O94782. recombinant USP1/UAF1, Ub-Rhodamine cleavage fluorescence. AID 743255. 390,000 compounds, 0.23% hits; note: potency is the fitted concentration of half-maximal effect; % is set by controls: 0 for no effect and ±100 for the full control effect; nearly all actives have a fitted effect of over 60% in size; inactives centre near -12
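USP1/UAF1 complex (1 nM) preincubated 15 min at room temperature with compound, then Ub-Rho substrate (150 nM final) added. Kinetic fluorescence at 480/540 nm over 6 reads at 60 s intervals; 50 mM HEPES pH 7.8, 0.5 mM EDTA, 0.1 mg/ml BSA, 1 mM TCEP, 0.01% Tween-20.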
mIDH1 inhibitor = blocks human mutant IDH1 R132H enzyme; Potency, µM (top dose mostly 76.6 µM), for inactives: at the highest dose activity change, negative = inhibition, hits mostly inhibitors; 390,000 compounds, 0.093% hits; IDH1-R132H enzyme, NADPH consumption, diaphorase/resazurin fluorescence; note: potency is the fitted concentration of half-maximal effect; % is set by controls: 0 for no effect and ±100 for the full control effect; nearly all actives have a fitted effect of over 65% in size
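IDH1-R132H (0.5 ug/mL) preincubated 30 min with compound, then NADPH (0.016 mM) and alpha-KG (2 mM) added; 80 min at RT, pH 7.5. Remaining NADPH coupled via diaphorase/resazurin to fluorescence (540/590 nm); concentration-response curves normalized to no-enzyme control.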
TrxR1 inh = blocks rat thioredoxin reductase 1. O89049. recombinant rTrxR1, NADPH fluorescence consumption, selenite substrate. Potency, µM (doses to about 114 µM), for the others: at the highest dose activity change, negative = inhibition, hits mostly inhibitors. 390,000 compounds, 1% hits. AID 588453; note: potency is the fitted concentration of half-maximal effect; % is set by controls: 0 for no effect and ±100 for the full control effect; nearly all actives have a fitted effect of over 65% in size
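Rat TrxR1 (90 nM in the dispensed reagent) was pre-reduced with 400 uM NADPH for 5 min at room temperature, then incubated with compound for 15 min. After 400 uM selenite was added, NADPH fluorescence (Ex 340/Em 450 nm) was followed for 8 min.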
* marks the source's active call; other numbers are inactive results; ? = inconclusive; · = not tested or not shown; & = joins results of further samples; [ ] = dose if it differs, or a comment. Unless noted, calls come from the whole dose curve; as a rule, active = well fitted inhibition curve with a large enough effect; inconclusive = small, poorly fitted or top-dose-only effect; inactive = no such curve, though single readings can be large or run the other way.

SMILES	D2 antag	Pin1 inhibitor	TRHR ag	TRHR enhancer	TrxR1 substrate	D2 ag	USP1-UAF1 inh	mIDH1 inhibitor	TrxR1 inh
Cc1ccc(CNc2cnn(C34CC5CC(CC(C5)C3)C4)c(=O)c2Cl)cc1	-5	5%	0.4	7	1%	-0.8	-8%	-1%	-10%
N#Cc1c(NC(=O)COC(=O)c2ccc(F)cc2)sc2c1CCC2	-6	12%	0.4	8	6%	0.5	1%	-8%	10%
Cc1cccc(N2CCN(C(=O)Cc3ccc(-n4c(=O)[nH]c5ccsc5c4=O)cc3)CC2)c1C	0	-1%	0.1	11	1%	4.7	-17%	0%	12%
OCCCn1c(C2CCCN2c2nc(-c3ccc(F)cc3)cs2)nc2cc(Cl)c(N3CCCCC3)cc21 (configuration not stated)	·	20%	·	·	3%	·	-23%	-10%	9%[57.1 µM]
N#Cc1c(NC(=O)CSc2nnnn2C2CCCCC2)sc2c1CCCC2	-2	-7%	0.1	1	-10%	-0.9	-3%	7%	-11%
O=C(CC1C(=O)NCCN1Cc1c(F)cccc1Cl)NCCCn1ccnc1 (configuration not stated)	0	3%	0.8	2	4%	1.2	-11%	-1%	13%
CC(C)OP(=O)(c1ccccc1)c1ccccc1	-2	-10%	-0.7	4	-2%[57.1 µM]	1.4	3%	5%	-12%[57.1 µM]
CCCCN(C)CC(O)Cn1cc(/C=C/C(=O)c2ccc(OCC)cc2)c2ccccc21 (configuration not stated)	9	?	1.4&3.9	-2&-1	-6%	2.6&0.7	?	2%	-4%
COc1ccc(C(=O)C2CCCN(Cc3ccc4nonc4c3)C2)cc1F (configuration not stated)	-10	-1%	-0.6	0	-2%	-1.1	-17%	-7%	11%
CSCC[C@H](NC(=O)OC(C)(C)C)C(=O)N/N=C/c1cc2ccc(C)cc2nc1Cl	0	0%	1.0	18	19%	7.0	-23%	-7%	-10%
COc1ccccc1NC(=O)Nc1ccccc1C(=O)NCCCN1CCOCC1	2	-4%	-1.5	-10	0%[57.1 µM]	1.4	-7%	23%	9%[2.29 µM]
Cc1nn(-c2ccc(Cl)c(Cl)c2)c(=O)c2ccccc12	-20	15%	-0.9	6	14%	-1.8	-5%	2%	28%
O=C(NN1C(=O)C2C3c4ccccc4C(c4ccccc43)[C@@H]2C1=O)c1ccccc1 (some centres not stated)	-6	3%	0.0	6	-2%	0.0	-5%	-1%	9%
CCCCNc1c(-c2ccc(OC)c(Sc3ccc(OC)cc3)c2)nc2cnccn12	·	21%	·	·	21%[57.1 µM]	·	-21%	-13%	-4%[57.1 µM]
Cc1nc2ccccc2c(=O)n1NC(=O)c1ccco1	26	0%	1.2	6	5%	0.5	-5%	-2%	9%
O=C(c1ccccc1)c1ccc(OCCCN2CCCC2)cc1	-4	-1%	0.9	6	8%[57.1 µM]	1.5	-4%	23%	4%[57.1 µM]
CCOC(CNC(=O)C1CCN(S(=O)(=O)c2ccc3nc4c(c(C(=O)O)c3c2)CCCCC4)CC1)OCC	3	-6%	0.9	7	1%	0.3	-12%	2%	9%
O=C(O)c1ccccc1NC(=O)C(c1ccccc1)c1ccccc1	·	-13%	·	·	-5%	·	-2%	-12%	-12%
Cc1ccc(CN2CCN(/N=C/c3ccccc3)CC2)cc1	3	-2%	-0.1	-3	0%	0.0	-10%	-1%	5%
O=C(NCC1CCCN1S(=O)(=O)c1cccs1)C(=O)Nc1ccc(F)cc1F (configuration not stated)	-1	-2%	0.0	9	-9%	-1.9	2%	-1%	-9%
C=CCN(CC=C)S(=O)(=O)c1ccc2nc(NC(=O)C(C)C)sc2c1	-6	-2%	6.1	0	0%[57.1 µM]	1.2	-17%	0%	9%[57.1 µM]
COC(=O)c1ccc(NC(=O)N2CCC(CN3CCc4ccccc4C3)CC2)cc1	·	3%	-0.4	3	-9%	-1.3	-19%	-10%	2%
NC(=O)c1ccsc1NC(=O)C1CC1	4	-2%	-0.3	-9	14%	1.3	-8%	12%	38%
Cc1cc(C)c(C)c(S(=O)(=O)Nc2ccc(C(N)=O)cc2)c1C	9	-1%	0.6	7	-5%	1.3	-21%	-4%	-8%
COC(=O)CSc1n[nH]c(-c2ccncc2)n1	-7	-1%	-0.1	1	-13%	0.4	-9%	3%	9%[57.1 µM]
Cc1cc(C(=O)OCC(=O)NC2CCS(=O)(=O)C2)c(C)n1-c1ccccc1 (configuration not stated)	-2	-9%	-0.4	1	-7%	-0.3	-20%	1%	14%[57.1 µM]
CCc1nc2ccccc2c(C(=O)OCC(=O)N(C)Cc2ccccc2)c1C	·	0%	·	·	1%	·	-23%	9%	0%
CCc1ccccc1NC(=O)CSc1ncc(S(=O)(=O)c2ccc(C(C)C)cc2)c(N)n1	·	29%	0.2	-2	-3%[57.1 µM]	0.7	-22%	-16%	14%[57.1 µM]
O=C(CS(=O)(=O)c1cccc2nsnc12)N1CCN(c2ccc(F)cc2)CC1	·	-3%	0.4	-2	3%[57.1 µM]	0.8	-18%	10%	5%[57.1 µM]
Cc1ccc(Nc2cc(C)nc(-n3nc(C)cc3C)n2)cc1	·	?	-0.1	0	-6%[57.1 µM]	-0.2	-20%	-3%	-3%[57.1 µM]
O=[N+]([O-])c1ccc(-n2nnnc2CN2CCCCC2)cc1	-6	3%	-0.7	27	5%[57.1 µM]	0.3	-19%	9%	7%[57.1 µM]
O=c1[nH]c(CN2CCN(S(=O)(=O)c3cccs3)CC2)nc2c(Br)cc(Br)cc12	-2	25%	1.4	0	11%[57.1 µM]	0.9	-22%	-3%	20%[57.1 µM]
CC(C)(C)n1nc2c(c1NC(=O)c1c(F)cccc1F)CS(=O)(=O)C2	-24	-9%	1.0	16	6%	-0.3	-19%	2%	9%
O=C(c1cnsn1)N1CCC(CO)(Cc2cccc(F)c2)CC1	6	-2%	0.1	-2	4%	0.0	-21%	6%	18%
Cc1cccc(C(=O)O/N=C2/CC3CCC2(C)C3(C)C)c1 (configuration not stated)	2	-5%	3.4	4	4%[57.1 µM]	11	-13%	0%	11%
CN(CCc1ccccn1)C(=O)CCC1CCCN(C(=O)c2ccsc2)C1 (configuration not stated)	-15	-2%	0.2	2	-7%	5.5	-15%	0%	-1%
COc1ccc(N(C(=O)c2snc(C(N)=O)c2N)C(C(=O)NC2CCCC2)c2ccc(F)cc2)c(OC)c1 (configuration not stated)	-17	-4%	-0.9	0	17%	0.9	-15%	?	-7%
O=C(COC(=O)c1ccc(S(=O)(=O)NCc2ccco2)cc1)Nc1ccccc1OC(F)F	-17	-9%	-0.6	-7	-2%	0.5	-5%	-2%	-24%
COc1ccc(NC(=S)N2CCC(NC(=O)c3ccco3)CC2)cc1	0	0%	0.6	6	2%	1.1	?	-7%	2%
Cc1ccc(C2=NS(=O)(=O)N(C)C(C(=O)NC(C)c3ccccc3)=C2)cc1 (configuration not stated)	16	?	0.1	0	5%[57.1 µM]	-0.1	-8%	0%	-5%[57.1 µM]
CCc1ccccc1NC(=S)N(CCCN1CCOCC1)Cc1ccccn1	14	0%	4.6	-2	3%	0.7	-16%	5%	?
CCOCCCNC(=S)Nc1ccc2nc3n(c(=O)c2c1)CCCCC3	11	0%	0.0	0	-2%	1.5	-6%	-9%	-5%
CC(Sc1cn(CCNC(=O)c2ccccc2F)c2ccccc12)c1ccccc1 (configuration not stated)	·	17%	0.0	10	0%	0.1	-21%	?	16%
CCCN(CC(=O)Nc1ccc(F)c(F)c1F)C(=O)c1ccc(N2CCCC2=O)cc1	15	8%	0.7	2	0%	0.6	-9%	2%	19%
O=[N+]([O-])c1cccc(/C=C/c2nc3ccc([N+](=O)[O-])cc3[nH]2)c1	-11	9%	0.6	4	-8%[57.1 µM]	0.1	-20%	10%	13%[57.1 µM]
CC(=O)C1=C(O)C(=O)N(CCc2c[nH]c3ccccc23)C1c1ccco1 (configuration not stated)	13	-5%	0.4	3	-5%[57.1 µM]	-1.2	-10%	-1%	-33%[57.1 µM]
Cc1cc(NC(=O)CN(C)S(=O)(=O)c2ccc3c(c2)CCCC(=O)N3)ccc1Br	·	0%	-0.6	2	2%	-1.4	-26%	-13%	19%
Cc1ccc(C)c(N(CC(=O)NCc2ccco2)C(=O)CCC(=O)Nc2ccccn2)c1	6	-4%	0.7	-13	6%[57.1 µM]	0.8	-13%	3%	?
O=C(c1cnn2c(C(F)F)cc(-c3ccccc3)nc12)N1CCN2CCCC2C1 (configuration not stated)	5	2%	-0.8	3	-2%	0.6	-24%	0%	-12%

Not all compounds are listed; count on the stated rates, not on these rows.
